NR2E3 ag-1: activates human NR2E3 receptor | Q9Y5X4 | CHO-S Gal4-NCOR/VP16-NR2E3 two-hybrid, luciferase | inhibition of corepressor binding, % at 3.98 µM | hit rate 0.35% among 360,000 | AID 602229;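 active = inhibition above the mean of all tested compounds plus 3 SD, cut at about 70% in these data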;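 also: 0% = DMSO with NR2E3 transfected cells and 100% = cells lacking NR2E3 construct; higher means lower luciferase signal from less NR2E3 corepressor binding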
Target sequence (Q9Y5X4 whole entry, looked up, the tested form may be a part): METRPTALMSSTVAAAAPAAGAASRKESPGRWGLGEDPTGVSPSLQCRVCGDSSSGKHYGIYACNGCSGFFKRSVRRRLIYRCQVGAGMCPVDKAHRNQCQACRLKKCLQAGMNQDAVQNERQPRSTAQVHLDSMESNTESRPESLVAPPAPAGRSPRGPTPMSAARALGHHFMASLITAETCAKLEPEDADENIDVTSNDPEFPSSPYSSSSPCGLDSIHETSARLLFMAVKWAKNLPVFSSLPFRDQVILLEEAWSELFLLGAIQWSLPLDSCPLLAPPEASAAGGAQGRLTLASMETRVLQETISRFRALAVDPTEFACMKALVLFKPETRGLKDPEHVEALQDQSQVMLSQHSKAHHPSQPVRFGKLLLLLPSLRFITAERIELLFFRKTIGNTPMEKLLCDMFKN
PDI inh: blocks human protein disulfide isomerase activity | inhibition, % at 10 µM | PDI insulin aggregation turbidity, A650, 90 min | P07237 | hit rate 0.052% among 350,000;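 active = mean inhibition across replicates of 30% or more, whatever share of single replicates reach that level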;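 also: absorbance from insulin aggregation driven by PDI reduction with DTT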
Target sequence (P07237 whole entry, looked up): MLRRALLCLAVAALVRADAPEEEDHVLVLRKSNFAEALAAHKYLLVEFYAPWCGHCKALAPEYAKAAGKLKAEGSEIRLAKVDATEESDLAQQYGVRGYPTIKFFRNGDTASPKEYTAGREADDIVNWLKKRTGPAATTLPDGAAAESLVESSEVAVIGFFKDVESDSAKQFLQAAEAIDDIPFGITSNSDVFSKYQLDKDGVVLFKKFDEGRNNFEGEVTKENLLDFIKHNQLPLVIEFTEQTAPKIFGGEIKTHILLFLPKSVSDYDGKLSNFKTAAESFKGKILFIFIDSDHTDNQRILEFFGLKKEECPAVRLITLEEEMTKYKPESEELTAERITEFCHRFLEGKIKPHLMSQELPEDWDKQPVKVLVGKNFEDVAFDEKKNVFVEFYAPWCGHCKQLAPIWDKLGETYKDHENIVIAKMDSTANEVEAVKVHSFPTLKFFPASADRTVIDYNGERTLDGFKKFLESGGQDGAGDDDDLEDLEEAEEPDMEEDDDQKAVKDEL
NR2E3 ag-2: NR2E3 (human) agonism. AID 2300. Q9Y5X4. hit rate 0.12% among 320,000. GST-NR2E3/biotin-RetCOR TR-FRET, 1536-well. inhibition of corepressor binding, % at 4.78 µM;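 active = percent inhibition above the cutoff of mean plus 3 SD of all tested compounds, set per screening campaign, cut at about 20% in these data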;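 also: 0% = DMSO wells and 100% = biotin wells as full block of FRET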
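System: GST-tagged NR2E3 plus biotinylated RetCOR corepressor; Buffer or medium: pH 7.5 Tris-based buffer; Probe or stimulus: RetCOR corepressor, biotinylated, 7 nM; Doses: compound at 4.8 µM, single dose; Schedule: 5 h incubation at 4 °C; Technique: time-resolved FRET; Evaluation: percent inhibition of TR-FRET ratio; Replication: one well per compound, singlicate testing.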
TRPM1 prom inh: reduces MITF-dependent TRPM1 promoter luciferase signal | SK-MEL-5 TRPM1 promoter luciferase, 24 h | inhibition, % at 12.5 µM | hit rate 0.83% among 330,000 | AID 488899;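 active = mean inhibition across replicates of 60% or more, whatever share of single replicates reaches that level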; also: values of inactives mirror those of a sister screen read the other way
HIF-2a inh: blocks HIF-2a reporter activity | 786-0 RCC cells HIF-2a reporter, luciferase luminescence, overnight | inhibition, % at 18.8 µM | hit rate 0.72% among 360,000 | AID 624352;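 active = inhibition of the luminescence signal of 40% or more relative to plate controls, in a single-dose primary screen at 18.75 µM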
Cardio protect: myocardial damage modulation in H9c2 cells; H9c2 cardiomyocytes, H2O2 injury protection, ATPLite, 2 h; protection from H2O2 cell death, % at 20 µM; hit rate 0.63% among 360,000; AID 588492;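 active = compounds giving at least 50% protection of heart cells from peroxide-induced death in the single-dose screen, raw or plate-pattern-corrected value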;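 also: 0% = DMSO wells with peroxide and 100% = DMSO wells without peroxide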
m5-HT2A agonist: activates the mouse 5-HT2A serotonin receptor; P35363; CHO-K1 mHTR2A beta-arrestin complementation, luminescence; percent of 30 µM serotonin response; activation, % at 7.6 µM; hit rate 0.66% among 360,000; AID 624169;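 active = activation above a run cutoff, the mean activation of all tested compounds plus 3 SD, cut at about 14% in these data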;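 also: 0% = plate median of compound wells and 100% = 30 µM serotonin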
Peg3 promoter: Peg3 promoter activity inhibition | inhibition, % at 20 µM | AID 588405 | HeLa PEG-Prom luciferase reporter, luminescence, overnight | hit rate 1.7% among 360,000;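 active = inhibition of at least 50% at 20 µM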
Shn3 3UTR inh: reduces Shn3 3'UTR luciferase signal in osteoblasts; inhibition, % at 12.5 µM; hit rate 0.52% among 360,000; Clone20 osteoblast Shn3 3'UTR firefly luciferase, 24 h;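 active = mean inhibition of at least 75% with every replicate also reaching 75%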;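 also: 0% = median of neutral control wells and 100% = pilot-screen positive control compound; some compounds past the cut are filed as inactive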
CaV13 FRET inh: Primary screen for inhibitors of IQ motif and Ca2+-dependent inactivation inhibitor domain binding in CACNA1D, Förster resonance energy transfer in living cells, … | inhibition, % at 12.3 µM | AID 743397 | hit rate 0.098% among 340,000 | HEK cells, CFP/YFP FRET ICDI-IQ, plate reader, 10 min; percent FRET-ratio fall versus neutral wells;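 active = mean replicate inhibition of at least 30% and at least 1% of replicates passing that level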;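 also: 0% = median of the neutral control wells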
iPSC survival up: increases survival of single human iPS cells; hit rate 0.044% among 360,000; hiPSC single-cell survival, ATPlite luminescence; 100% = ROCK inhibitor wells, 0% = DMSO; AID 602274; survival enhancement, % at 20 µM; in the data active = survival enhancement above about 18%;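 also: cells exposed to compounds for 16 hours before the ATP read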
Numbers without * were called inactive; . = no result given.

SMILES | NR2E3 ag-1 | PDI inh | NR2E3 ag-2 | TRPM1 prom inh | HIF-2a inh | Cardio protect | m5-HT2A agonist | Peg3 promoter | Shn3 3UTR inh | CaV13 FRET inh | iPSC survival up
COc1ccc(/C(N)=N/OC(=O)Cc2ccc(C)cc2)cc1 | -70.3 | -5.7 | -2.1 | -6.2 | -217.4 | -3.0 | 3.9 | -182.0 | -31.6 | 8.6 | 0.2
Cc1cc(C)nc(SCC(=O)Nc2ccc(S(=O)(=O)Nc3ncccn3)cc2)n1 | -3.3 | 2.1 | -1.9 | 5.0 | 6.1 | -6.8 | 19.1* | 6.3 | 8.4 | 4.0 | -0.3
O=C(NCc1ccc(-c2csnn2)cc1)c1cccs1 | -2.1 | 1.1 | -4.5 | 0.8 | 14.4 | -2.3 | -1.4 | -3.2 | 15.8 | -4.7 | -0.5
COc1ccc(N2CCN(C3CCCN(Cc4ccccc4OCCO)C3)CC2)cc1 (configuration not stated) | -0.4 | -0.2 | 2.3 | 8.8 | 12.5 | 9.8 | 1.1 | 6.8 | -6.1 | -5.5 | 0.1
O=C(CCSCCC(=O)NCC1CCCO1)NCC1CCCO1 (configuration not stated) | -13.8 | 5.4 | -3.3 | 3.1 | 12.2 | -1.6 | 1.1 | 6.0 | -5.0 | -3.0 | -1.6
COc1cc(/C=N/NC(=O)COc2ccccc2[N+](=O)[O-])ccc1OC(=O)c1ccco1 | -30.9 | -1.1 | 2.2 | -19.0 | -63.0 | 25.9 | -4.8 | -16.1 | -22.3 | -5.2 | -1.7
O=C(CSc1nc(Nc2ccccc2)nc(N2CCOCC2)n1)Nc1ccccc1Cl | -10.2 | -3.0 | 2.5 | -39.2 | 24.2 | -0.2 | 0.0 | 18.5 | 1.9 | . | -1.1
CCOC(=O)C1C2C=CC3(CN(c4cccc(Cl)c4)C(=O)C13)O2 (configuration not stated) | -1.1 | . | 2.0 | . | 14.0 | 9.2 | 0.3 | 8.6 | 6.8 | -1.7 | 0.0
Cc1cc(=O)oc2ccc(OCC(=O)N(Cc3ccc(F)cc3)Cc3ccco3)cc12 | 4.8 | 12.6 | -0.5 | 3.2 | -57.5 | -9.0 | -4.8 | 8.8 | 53.2 | -4.8 | -2.8
CCOc1ncnc2c1[nH]c1ccccc12 | -18.4 | -0.5 | 1.8 | -12.6 | -77.0 | -10.3 | -0.6 | -40.3 | 42.6 | -19.9 | -0.7
CCN(CC)C(=O)[C@H]1CC(CC(=O)NC/C=C(\C)CCC=C(C)C)C(=O)N2CCc3c([nH]c4ccc(OC)cc34)[C@]12C (some centres not stated) | -14.4 | 5.9 | . | 10.1 | 6.9 | -16.3 | 0.7 | 1.4 | 10.2 | -5.5 | -1.2
COc1ccccc1-c1ccc2c(c1)C(C)(Cc1ccccc1C#N)C(=O)N2 (configuration not stated) | 33.5 | -5.1 | . | . | -15.3 | -14.8 | 7.2 | 9.8 | 37.6 | -4.8 | 3.6
CN=C1SC(CC(=O)Nc2ccc(C(=O)O)cc2)C(=O)N1C (configuration not stated) | 9.9 | 5.3 | 3.2 | 13.5 | 0.1 | 0.2 | 1.4 | 5.2 | -9.7 | -4.9 | 0.8
COc1cc([N+](=O)[O-])ccc1NC(=O)C[n+]1cccc(C)c1 | 2.4 | -1.2 | -4.8 | -3.3 | 8.1 | 2.0 | 6.4 | -4.3 | -0.3 | -3.8 | 6.3
COc1ccc(CNC(=O)C2(C)Cc3c(-c4cccc(C(N)=O)c4)ccnc3O2)cc1OC (configuration not stated) | 3.6 | 1.4 | . | . | -3.9 | 24.8 | 7.7 | -22.4 | -23.0 | -4.0 | -0.3
O=C(Nc1ccccc1Cl)c1ccc(-c2ccccn2)s1 | -1.9 | 0.1 | 4.3 | -84.9 | -316.6 | -6.3 | -5.3 | -284.2 | -104.2 | 5.3 | 1.1
C[C@H](CO)N1C[C@H](C)[C@@H](CN(C)S(=O)(=O)c2ccccc2)Oc2ccc(NS(=O)(=O)c3cccs3)cc2C1=O | -4.9 | 1.6 | . | -5.3 | 11.8 | 2.4 | 5.0 | 8.7 | 12.3 | -11.0 | -2.9
COc1cc(C(=O)Nc2ccc(O)cc2)ccc1OC(C)=O | -26.0 | 2.5 | 2.7 | -11.3 | -57.6 | -2.2 | -3.4 | -46.5 | -30.3 | -5.3 | -1.5
O=C(CN1C(=O)NC2(CCc3ccccc32)C1=O)Nc1ccccc1OC(F)F (configuration not stated) | 15.8 | 12.3 | 0.6 | -7.4 | 11.2 | 3.5 | 2.3 | 6.8 | -8.7 | -2.1 | -0.4
Cc1ccc(C)c(CSc2nnc(-c3cccs3)n2Cc2ccco2)c1 | 2.7 | -15.6 | 1.8 | 2.5 | 25.8 | -7.9 | 2.8 | 20.1 | 16.7 | -3.4 | -0.1
CN1C(=O)c2ccccc2Sc2ccc(NC(=O)N3CCCC3)cc21 | 11.4 | 28.4 | -0.2 | 6.9 | 6.8 | -6.8 | 2.1 | 23.3 | -8.4 | . | 5.0
O=C(Nc1cccnc1)C1CCCN(c2ncnc3c2nc2n3CCCCC2)C1 (configuration not stated) | 0.3 | -4.5 | 2.1 | 5.6 | 13.2 | 3.0 | -4.3 | 17.0 | 12.1 | -16.5 | -0.6
O=C(NS(=O)(=O)c1ccc2c(c1)OCCO2)c1ccccc1 | -0.4 | -13.8 | 1.6 | 7.0 | 4.1 | 2.5 | 4.3 | 14.5 | -0.2 | . | 3.0
OCCC1CN(Cc2cnc(-c3ccccc3)s2)CCN1CCc1ccccc1 (configuration not stated) | 1.1 | -1.6 | 0.5 | -5.3 | 9.7 | -0.1 | -9.4 | 15.5 | 0.4 | 1.3 | 10.5
Cc1cccc(NC(=O)CN2CCC(NC(=O)C3CCCCC3)CC2)c1C | -17.5 | -7.8 | 5.4 | 19.7 | 26.3 | -3.4 | 14.3 | 3.8 | -1.8 | -14.4 | 0.5
CCOC(=O)C1CCN(c2c(Nc3ccc4c(c3)OCCO4)c(=O)c2=O)CC1 | 17.0 | -0.9 | 5.6 | -10.1 | 6.7 | -3.4 | 6.4 | 10.2 | 9.6 | -5.0 | -0.4
Cc1cccc(/C=C(\c2nc3ccccc3[nH]2)S(=O)(=O)c2ccccc2)c1 | 42.6 | 6.0 | . | 86.1* | 88.2* | -28.2 | -12.8 | 112.4* | 92.8* | -15.2 | -4.5
CCOc1ccc(N=C2SCC(=O)N2CC)cc1 | 7.4 | -4.7 | 1.1 | -0.4 | -14.8 | 2.7 | 2.3 | 10.8 | 3.2 | -21.5 | -0.6
CNC(=O)CN(Cc1ccccc1)S(=O)(=O)c1ccc(Cl)cc1 | -0.9 | -19.3 | 0.8 | 5.5 | 9.7 | 2.0 | -1.6 | 4.2 | 4.9 | -1.7 | 0.4
COc1ccc2nc(NC(=O)CSC(C)C(=O)Nc3cc(C)on3)sc2c1 (configuration not stated) | -6.3 | -3.2 | 0.9 | -13.5 | -61.1 | 0.1 | 4.9 | -20.6 | -25.9 | -15.4 | 0.6
CC(NC(=O)NC1CCCCC1)C(c1cccs1)N1CCOCC1 (configuration not stated) | -2.5 | . | 0.0 | . | 10.7 | -0.8 | -0.4 | -1.0 | 13.3 | -5.9 | -0.8
NC1=NC2(CCCC2)N=C(Nc2ccccc2)N1 | -19.1 | 1.8 | -5.4 | 4.8 | 10.1 | 3.6 | -4.4 | 7.5 | 5.4 | -12.9 | -0.8
O=C(Nc1ccc(F)cc1F)c1sccc1SCc1cccc(C(F)(F)F)c1 | -23.1 | 0.7 | 2.3 | -12.2 | 2.1 | -6.6 | -0.1 | 16.6 | -24.8 | -9.0 | -1.4
C=CCn1c(SCc2ccc(F)cc2)nc2c1c(=O)[nH]c(=O)n2C | 16.0 | -4.1 | -0.4 | -3.8 | 23.3 | 8.6 | 12.9 | -8.0 | -5.6 | -5.8 | 0.9
CN(Cc1ccccc1)C(=O)c1ccc(NC(=O)Cc2ccc(NC(=O)C3CCN(C(=O)C4CCC4)CC3)cc2)cc1 | -17.1 | 1.0 | . | 8.5 | 6.8 | -18.1 | 1.8 | 3.0 | -0.6 | -9.8 | -1.3
OCCNCCNCc1ccccc1OCc1ccccc1 | -30.3 | 8.6 | -0.9 | 14.6 | 10.0 | -0.4 | -8.1 | -1.8 | . | -4.1 | -0.2
CN(Cc1ccccc1)C(=O)c1nc2ccccn2c1CNCCOc1cccnc1 | 0.6 | -1.7 | -0.4 | -4.1 | 9.3 | -0.6 | -1.3 | 10.4 | . | 0.0 | 2.2
Cc1cc(C(=O)Nc2ccc(F)c(Cl)c2)on1 | 6.3 | 6.4 | -1.0 | 3.6 | -63.3 | -0.5 | -3.9 | -59.1 | 14.2 | -8.2 | -0.2
CC1CCc2sc3c(c2C1)c1ncnn1c(=O)n3CC(=O)c1ccc(Br)cc1 (configuration not stated) | -10.9 | 8.4 | 6.5 | 2.2 | 16.8 | -0.6 | 4.8 | 10.7 | 5.3 | 0.3 | -0.6
COc1cccc(N2CCN(c3ccc(N4C(=O)CCC4=O)cc3[N+](=O)[O-])CC2)c1 | -7.2 | 7.6 | 8.0 | -1.4 | 10.1 | -7.2 | -1.9 | -2.5 | -2.7 | 7.8 | -0.5
CCOc1ncccc1C(=O)NCCCSc1ccccc1 | 0.3 | 10.7 | -0.2 | -0.8 | 5.2 | -3.1 | -3.7 | -0.8 | 13.3 | -5.4 | -0.6
O=C(CNC(=O)c1ccccc1)Sc1ccccc1 | -7.4 | -3.4 | . | 14.0 | -1.5 | 1.1 | 3.8 | 2.4 | -2.1 | -9.4 | -1.9
COc1ccc(S(=O)(=O)N2CCN(Cc3ccc(Cl)cc3)CC2)cc1 | 0.8 | -5.2 | -0.2 | 16.4 | 18.5 | -15.8 | -6.9 | 15.2 | 27.8 | . | -3.6
Cc1cc(NC(=S)NC(=O)c2ccco2)c2ccccc2n1 | -20.6 | 5.9 | 0.8 | -23.5 | -0.2 | 2.3 | 4.3 | 9.8 | -0.1 | -18.0 | 1.4

An excerpt from further up, as a working copy:
SMILES | NR2E3 ag-1 | PDI inh | NR2E3 ag-2 | TRPM1 prom inh | HIF-2a inh | Cardio protect | m5-HT2A agonist | Peg3 promoter | Shn3 3UTR inh | CaV13 FRET inh | iPSC survival up
COc1cccc(N2CCN(c3ccc(N4C(=O)CCC4=O)cc3[N+](=O)[O-])CC2)c1 | -7.2 | 7.6 | 8.0 | -1.4 | 10.1 | -7.2 | -1.9 | -2.5 | -2.7 | 7.8 | -0.5
CCOc1ncccc1C(=O)NCCCSc1ccccc1 | 0.3 | 10.7 | -0.2 | -0.8 | 5.2 | -3.1 | -3.7 | -0.8 | 13.3 | -5.4 | -0.6

Bioassay records from PubChem BioAssay.
